PG9 Ab binder: PG9 antibody binding by small molecule; AID 624416; TR-FRET gp120-PG9 antibody binding; inhibition, % at 6.7 µM; 360,000 tested, 0.43% active; in the data active = inhibition above about 8.5%
ADAM17 inh: ADAM17 inhibition, QFRET primary screen. P78536. recombinant ADAM17, EDANS/DABCYL FRET peptide cleavage. inhibition, % at 6.95 µM. 370,000 tested, 0.83% active. AID 720648;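 active = inhibition above the mean of compounds lying between control limits plus 3 SD, set per campaign, cut at about 8.5% in these data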;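 also: 0% = DMSO-only wells as the low control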
DAX1 inh-1: DAX1 (NR0B1) inhibition, primary screen | HEK293T StAR-luciferase reporter, SF-1/DAX-1 repression relief | inhibition, % at 6.8 µM | 370,000 tested, 1.1% active | AID 652010;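 active = inhibition above the mean over all tested compounds plus 3 SD, cut at about 3.6% in these data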;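 also: 0% = DAX-1 cells with DMSO and 100% = cells lacking DAX-1 with DMSO; higher inhibition means more luminescence from relief of DAX-1 repression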
ADAM10 inh: ADAM10 inhibition, QFRET primary screen | O14672 | inhibition, % at 7 µM | 370,000 tested, 0.62% active | recombinant ADAM10, EDANS/DABCYL FRET peptide cleavage, 3 h;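 active = inhibition above a per-campaign cutoff equal to the mean of compounds falling between control-based bounds plus 3 SD, cut at about 20% in these data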;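 also: 0% = DMSO wells while the 100% control is not disclosed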
SMARCA2 activ: activators of SMARCA2 function; 370,000 tested, 1% active; MG213 cells, MMTV-luciferase reporter, dexamethasone, overnight; activation, % at 9.1 µM; in the data active = activation above about 7.8%;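 also: 0% = vehicle wells and 100% = reference activator wells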
GAA850 FXN act: frataxin GAA850 promoter activation | HEK293 lucGAA850 FXN promoter luciferase reporter, 24 h; percent of 10 µM SAHA response | activation, % at 6 µM | 360,000 tested, 0.56% active | AID 540364;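 active = activation above the average of all compounds screened plus 3 SD, cutoff fixed separately per campaign, cut at about 7.5% in these data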;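 also: 0% = DMSO wells and 100% = 10 µM SAHA wells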
ssDAF12 agonist: S. stercoralis DAF-12 activation, primary screen. activation, % at 6.8 µM. AID 652126. HEK293 ssDAF-12/GRIP1 lit1-tk-luc reporter, luminescence; % of 3 µM dafachronic acid response. 370,000 tested, 1% active;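 active = activation above the mean over all tested compounds plus 3 SD, cut at about 0.9% in these data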;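 also: 0% = DMSO-only wells and 100% = 3 µM delta7-dafachronic acid wells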
GC-A act: GC-A (human) enzyme activation; P16066; HEK293 GC-A cells, cGMP TR-FRET, EC30 ANP; 0% at EC30 ANP, 100% saturating ANP; activation, % at 10 µM; 370,000 tested, 0.14% active; AID 1671463; in the data active = activation above about 40%
Target sequence (P16066 whole entry, looked up): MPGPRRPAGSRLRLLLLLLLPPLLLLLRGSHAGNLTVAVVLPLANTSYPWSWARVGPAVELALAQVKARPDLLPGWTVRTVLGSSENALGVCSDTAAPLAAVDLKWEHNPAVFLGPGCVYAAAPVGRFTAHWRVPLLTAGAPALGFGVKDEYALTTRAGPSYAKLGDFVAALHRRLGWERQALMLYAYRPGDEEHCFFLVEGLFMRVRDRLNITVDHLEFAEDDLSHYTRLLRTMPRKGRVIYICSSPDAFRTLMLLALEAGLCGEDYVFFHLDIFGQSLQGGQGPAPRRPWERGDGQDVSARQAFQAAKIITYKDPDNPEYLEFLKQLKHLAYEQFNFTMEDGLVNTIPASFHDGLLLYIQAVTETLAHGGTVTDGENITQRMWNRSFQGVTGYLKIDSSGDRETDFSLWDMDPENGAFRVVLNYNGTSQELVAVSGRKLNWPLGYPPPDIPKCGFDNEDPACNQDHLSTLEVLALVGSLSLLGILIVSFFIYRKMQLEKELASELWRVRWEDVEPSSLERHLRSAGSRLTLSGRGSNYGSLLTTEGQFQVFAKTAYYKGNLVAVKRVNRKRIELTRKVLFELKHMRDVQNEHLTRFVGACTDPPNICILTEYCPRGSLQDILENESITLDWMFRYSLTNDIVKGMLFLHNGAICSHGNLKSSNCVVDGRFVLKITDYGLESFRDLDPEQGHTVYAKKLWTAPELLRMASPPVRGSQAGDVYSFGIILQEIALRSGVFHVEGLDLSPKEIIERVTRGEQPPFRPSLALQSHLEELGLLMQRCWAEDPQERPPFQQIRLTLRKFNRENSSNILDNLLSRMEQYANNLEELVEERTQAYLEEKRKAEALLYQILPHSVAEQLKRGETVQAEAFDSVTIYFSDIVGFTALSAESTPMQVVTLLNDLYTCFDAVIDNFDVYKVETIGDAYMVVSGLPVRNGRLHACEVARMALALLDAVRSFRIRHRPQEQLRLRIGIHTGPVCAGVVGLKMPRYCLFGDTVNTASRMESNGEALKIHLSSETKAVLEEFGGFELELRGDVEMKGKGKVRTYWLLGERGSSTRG
DAX1 inh-2: inhibitors of human orphan nuclear receptor DAX1 (NR0B1) | P51843 | HEK293 Gal4-DAX1 luciferase reporter, luminescence | inhibition, % at 6.75 µM | 340,000 tested, 0.99% active | AID 504766;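 active = inhibition above the mean over all tested compounds plus 3 SD, cut at about 4.2% in these data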;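 also: 0% = DAX1-transfected cells with DMSO and 100% = empty-vector control cells with DMSO; inhibition shows as a rise in luminescence from relieved DAX1 repression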
hcDAF-12 act: H. contortus DAF-12 activation, primary screen; HEK293 hcDAF-12 lit1-tk-luc reporter, luminescence; 0% DMSO, 100% Δ7-dafachronic acid; activation, % at 6.8 µM; 370,000 tested, 1.4% active; AID 652067;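 active = activation above the mean of all tested compounds plus 3 SD, cut at about 5.5% in these data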;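 also: 100% = response to 3 µM Δ7-dafachronic acid high control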
hgDAF12 agonist: agonists of H. glycines DAF-12 nuclear receptor. AID 687014. 370,000 tested, 1.8% active. activation, % at 6.8 µM. HEK293 GAL4-hgDAF12 UAS-luciferase reporter, agonist luminescence; normalized to butyrate control;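 active = activation above a cutoff set at the mean of all screened compounds plus 3 SD, cut at about 10% in these data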;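 also: 0% = DMSO wells and 100% = sodium butyrate wells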
An asterisk follows results filed as active; i = inactive; . = no result given.

SMILES	PG9 Ab binder	ADAM17 inh	DAX1 inh-1	ADAM10 inh	SMARCA2 activ	GAA850 FXN act	ssDAF12 agonist	GC-A act	DAX1 inh-2	hcDAF-12 act	hgDAF12 agonist
C[C@H](O)C#Cc1ccc2c(c1)O[C@@H](CN(C)C(=O)c1ccncc1)[C@@H](C)CN([C@H](C)CO)S2(=O)=O	-1.7	-6	-1.2	-8	-4	1.2	-0.8	2	2.0	-1.3	2.7
Cc1ccc(Cl)cc1NC(=O)COC(=O)c1ccc(CN2CCCC2=O)cc1	0.6	1	0.1	4	0	-1.8	0.2	-3	1.1	-1.1	-1.4
COc1ccc(C2C=C(c3ccc(F)cc3)NC(=S)N2)cc1OC (centres undefined)	-1.5	0	-0.5	-14	1	0.7	-2.1	4	0.3	-1.0	-2.4
COC(=O)NCC(C)OC(=O)Nc1cccc(Cl)c1 (centres undefined)	-0.1	-6	-0.4	7	-1	2.7	-1.1	-2	0.9	0.1	-0.6
COC(=O)CSc1nnc(-c2cc(-c3ccccc3)n[nH]2)n1N	.	2	-0.9	1	0	.	-1.9	3	.	0.9	-0.4
O=C1C(=O)N(CCN2CCCCC2)c2ccccc21	-1.0	-4	0.1	3	1	0.2	0.0	-1	0.8	-0.4	-0.6
Cc1ccc(S(=O)(=O)c2nc(-c3ccccc3)oc2NCCCN2CCOCC2)cc1	-0.8	-10	-0.5	-3	-2	3.5	-0.8	4	0.7	-1.1	11*
O=C(CSc1nccc(=O)[nH]1)NC1CCCCCCC1	2.1	-2	0.1	-18	-1	-0.2	-1.2	2	0.7	1.4	0.5
COC(=O)c1ccc(CSc2nc3c(cnn3-c3ccc(Cl)cc3)c(=O)[nH]2)o1	-0.5	-3	0.1	11	2	0.3	-1.0	2	-1.0	-0.8	-0.8
Cc1c(Nc2nc3ccccc3nc2NS(=O)(=O)c2cccc(Cl)c2)c(=O)n(-c2ccccc2)n1C	0.5	0	0.6	3	-4	3.0	-1.0	2	-1.7	-2.7	-3.6
COc1ccc(-c2cccc(-c3cc(=O)oc4cc5c(cc34)OCO5)c2)cc1	-0.4	-6	-0.5	-17	-5	2.0	-0.8	-1	0.2	0.2	-0.2
CCN(CCCNC(=O)C1CCC(=O)N1Cc1ccccc1Cl)c1cccc(C)c1 (centres undefined)	-1.0	1	0.2	-1	-1	-5.2	-1.0	-5	-1.0	-1.4	-2.6
COc1ccc(C(=O)COC(=O)c2ccc3ccccc3n2)cc1	-0.9	2	-0.6	5	0	1.0	-1.4	3	-0.1	0.4	2.7
CCCCNC(=S)NC(=O)c1ccccc1Br	1.1	0	-0.4	-2	0	4.8	-1.2	3	1.6	0.2	5.8
CN(Cc1cnccn1)C(=O)CC1C(=O)NCCN1Cc1cccc(Oc2ccccc2)c1 (centres undefined)	-0.8	-6	-0.1	-12	0	2.4	-1.2	-3	-0.2	-0.2	-1.7
Cn1nnnc1SCC(=O)Nc1ncc(C(F)(F)F)cc1Cl	-2.6	-3	-0.9	-5	4	0.6	-1.0	-1	-0.8	0.1	0.6
C=CCn1c(=O)c2ccccc2n2c(SC(C)C(N)=O)nnc12 (centres undefined)	-3.2	-1	-0.1	4	0	0.6	-0.8	0	1.4	0.7	-2.3
CC1CN(C(=O)c2cc3cc(Cl)cc(Cl)c3oc2=O)CC(C)O1 (centres undefined)	0.9	2	-1.1	-1	5	0.3	-0.9	0	-0.1	0.1	1.5
O=C(Nc1ccc2oc(-c3ccncc3)nc2c1)c1ccc(F)cc1	-1.4	-15	0.7	-33	-6	0.1	-1.8	3	-1.2	0.4	0.1
COc1ccc(S(=O)(=O)N2CCCCCC2)cc1C(=O)N(C)Cc1ccc(OC)c(OC)c1OC	-0.6	-3	-1.4	0	-2	2.1	-0.8	-16	0.6	-2.3	-1.2
CC1CC(C)CN(CCCNC(=O)Cn2cccc2C(=O)c2ccccc2)C1 (centres undefined)	0.4	-1	-0.1	-8	1	1.0	-1.1	-4	0.3	0.9	1.2
O=C(/C=C/c1ccco1)Nc1cccc(C(=O)Nc2ccccc2C(=O)O)c1	2.1	-1	-0.2	-3	-1	0.0	-1.1	-6	-1.8	0.1	-1.2
Cc1ccccc1C(=O)Nc1ccc(N2CCCCCC2)cc1	-4.8	6	1.1	9	6	-0.8	-0.7	-3	1.1	1.4	9.5
COc1cc2c(cc1OC)C(c1ccc([N+](=O)[O-])cc1)NC(=O)C2 (centres undefined)	-1.1	-1	0.1	-6	0	-0.4	-1.1	0	0.4	-0.3	0.6
COc1cc2c(cc1OC)C(C)N(S(=O)(=O)c1ccc(C)cc1)CC2 (centres undefined)	-1.5	-1	-0.5	0	0	1.5	-1.8	-8	0.3	-1.7	-1.2

(more compounds)
SMILES	PG9 Ab binder	ADAM17 inh	DAX1 inh-1	ADAM10 inh	SMARCA2 activ	GAA850 FXN act	ssDAF12 agonist	GC-A act	DAX1 inh-2	hcDAF-12 act	hgDAF12 agonist
CCc1cccc(NC(=O)C2CCN(S(=O)(=O)c3cccs3)CC2)c1	0.2	0	-0.6	9	-1	-1.4	-1.8	1	-1.4	-1.5	-2.2
O=C(Nc1ccc(-c2nnn(CC(=O)N3CCN(C(=O)c4ccco4)CC3)n2)cc1)c1ccccc1F	-0.3	-5	-0.2	-3	4	.	-0.7	-1	.	-1.1	3.9
O=C(CN1CCN(c2ccccc2O)CC1)NCCCc1ccccc1	0.7	2	0.1	3	8	0.4	-0.7	0	0.7	0.1	-2.2
O=C(O)Cc1sc(-c2ccc(C(=O)O)cc2)nc1-c1ccccc1	1.8	-76	0.6	-218	1	3.9	-0.5	0	-0.1	-0.3	4.0
Cc1cccc(C(=O)NCCC(=O)NCc2ccccc2Cl)c1	-0.3	-5	0.1	-11	-4	-0.1	-1.3	-2	-0.1	-1.2	-0.3
CN(Cc1nc2ccccc2c(=O)[nH]1)C(=O)COc1ccccc1Cc1ccccc1	-1.1	-2	0.5	-6	-2	-2.0	-1.2	-10	0.0	-0.4	1.6
CCOc1ccc(S(=O)(=O)N2CCOCC2)cc1NC(=O)CN1C(=O)NC2(CCCC2)C1=O	-0.6	1	-1.0	2	-1	-0.9	-0.6	3	-0.5	-0.8	-2.4
Cc1cc2c(cc1C)C(c1ccccc1F)CC(=O)N2 (centres undefined)	0.8	-3	-0.1	-3	-2	1.6	-1.5	-15	-0.8	-1.9	-1.5
Cc1cnc(CNC(=O)c2ccc3sc([C@@H]4O[C@H](CO)[C@H](O)[C@H](O)[C@H]4O)nc3c2)cn1	-1.1	-5	2.5	-12	-3	-0.9	-0.6	0	.	-0.8	0.1
O=C(c1cc(COc2ccc3ncccc3c2)on1)N1CCC[C@H]1CO	-1.7	-1	-2.9	-8	-4	-0.4	-1.5	-3	1.0	-3.1	-2.1
COc1nc(SCC(=O)Nc2ccccc2Cl)nc(N(C)C)n1	-0.6	-3	-0.5	2	-2	4.0	-1.1	-2	0.3	-1.3	-0.7
N[C@@H](Cc1ccccc1)c1nnc(SC/C=C/c2ccccc2)o1	0.1	-4	-0.1	-10	-3	1.5	-1.1	1	2.7	1.1	0.7
Cc1ccc(S(=O)(=O)NCCc2nnc3ccc(N4CCOCC4)nn23)cc1	1.2	0	0.2	-8	-4	-1.9	-0.2	0	1.0	-0.1	-1.9
CN1C(=O)c2ccccc2N(C)C1c1cccs1 (centres undefined)	-1.6	-321	0.1	i	0	2.4	-0.6	1	0.7	-1.8	-1.8
CCc1ccc(NC(=O)c2ccc(-n3cncn3)c([N+](=O)[O-])c2)cc1	-0.9	2	-2.1	6	-2	-0.6	-1.1	2	-1.2	-2.2	-3.2
Cc1ccnc(NS(=O)(=O)c2ccc(NC(=O)c3cccc(Cl)c3)cc2)n1	1.0	-2	0.7	1	0	-1.2	-1.4	-1	0.9	-1.1	4.2
COc1ccc(N2CCN(C(=O)NCc3ccc(OC)c(OC)c3)CC2)cc1	-1.6	-1	0.0	6	-3	3.1	-1.2	-4	-1.5	-1.8	-1.8
COc1cc(C(C(=O)NC(C)(C)C)N(Cc2ccc3c(c2)OCO3)C(=O)c2cnccn2)cc(OC)c1OC (centres undefined)	2.8	-4	-0.1	1	-3	-2.4	-1.5	-23	-0.4	-1.7	-1.0
COc1ccc(-c2cc(-c3cc(OC)ccc3O)[nH]n2)cc1	-1.9	6	0.6	1	0	3.9	-0.3	1	3.0	5.0	13*
O=C(c1ccco1)c1cn[nH]c1-c1ccc(Cl)cc1O	-0.8	-5	-0.5	-1	-1	0.8	-1.2	2	0.4	-1.6	-0.8
CCOC(=O)N1CCN(Cc2cn[nH]c2-c2cc3ccccc3o2)CC1	1.4	-4	-1.3	-3	-1	-0.1	-2.0	-3	1.2	-1.5	-2.9
Cc1nnc2sc(SCc3ccccc3Cl)nn2c1=O	1.1	-4	-0.1	5	1	-0.8	-1.2	-3	0.0	0.6	-1.6
CCOC(=O)c1ccc(N2C(=O)c3n[nH]c(C)c3C2c2ccc(OC)cc2)cc1 (centres undefined)	-1.2	-1	-0.6	7	-4	-1.1	-1.5	10	0.6	-1.9	0.0
Fc1ccc(C(Nc2ccccn2)c2c[nH]c3ccccc23)cc1 (centres undefined)	-2.8	4	-1.2	8	-2	0.1	-0.5	2	-0.1	2.9	-5.5
CCCCOc1ccc(/C(O)=C2/C(=O)C(=O)N(CCCOC)C2c2ccncc2)cc1 (centres undefined)	-0.9	-3	0.2	-4	0	1.7	-1.4	2	0.3	-1.3	0.6

By substructure: the entries above with two or more sulfur atoms (2)
SMILES	PG9 Ab binder	ADAM17 inh	DAX1 inh-1	ADAM10 inh	SMARCA2 activ	GAA850 FXN act	ssDAF12 agonist	GC-A act	DAX1 inh-2	hcDAF-12 act	hgDAF12 agonist
CCc1cccc(NC(=O)C2CCN(S(=O)(=O)c3cccs3)CC2)c1	0.2	0	-0.6	9	-1	-1.4	-1.8	1	-1.4	-1.5	-2.2
Cc1nnc2sc(SCc3ccccc3Cl)nn2c1=O	1.1	-4	-0.1	5	1	-0.8	-1.2	-3	0.0	0.6	-1.6

Next entries follow:
SMILES	PG9 Ab binder	ADAM17 inh	DAX1 inh-1	ADAM10 inh	SMARCA2 activ	GAA850 FXN act	ssDAF12 agonist	GC-A act	DAX1 inh-2	hcDAF-12 act	hgDAF12 agonist
CCN(C(=O)CSc1nc2ccc(O)cc2c(=O)n1-c1ccc(OC)c(OC)c1)C1CCS(=O)(=O)C1 (centres undefined)	2.3	-22	-0.6	-43	-1	0.3	-0.5	3	-0.3	-1.1	-0.7
CCSc1nc(O)cc(=O)n1CC	-0.7	-4	0.2	-1	-3	1.9	-1.2	3	-0.5	1.4	-0.8
COc1ccc(Cc2c(O)nc[nH]c2=O)cc1	0.1	-3	0.3	-3	0	0.5	-1.3	2	0.1	0.1	3.5
COC(=O)c1cc(=O)c2c([N+](=O)[O-])ccc(OC)c2o1	0.4	0	0.2	-1	-1	-1.2	-1.0	5	4.6*	-2.4	-1.3
NC(=O)CSc1nnc(-c2ccncc2)o1	-3.2	0	0.4	-3	1	1.3	-1.7	-3	-0.6	-1.1	2.2
COCCN(Cc1ccccc1)C(=O)c1c(C)nn(-c2ccccc2)c1C	-0.4	-5	-0.3	8	-4	1.2	0.3	0	-0.1	0.3	-1.9
CCN(c1ccc(OC)cc1)S(=O)(=O)c1ccc2c(c1)NC(=O)CS2	1.5	-2	0.0	-5	-2	2.5	-1.1	-9	-0.5	-0.8	-0.8

Screening results (PubChem)
